M4 PAM = positive allosteric modulators of human muscarinic M4 receptor | P08173 | CHO-K1 hM4/Gqi5, Fluo-8 calcium fluorescence, ACh EC20; 0% = ACh EC20, 100% = maximal ACh | activation, % at 3 µM | 0.4% of 360,000 active;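 active = activation above its plate's cutoff, the mean activation of sample wells plus 3 SD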; note: some results filed as inactive read as strong as hits
Target sequence (P08173 whole entry, looked up): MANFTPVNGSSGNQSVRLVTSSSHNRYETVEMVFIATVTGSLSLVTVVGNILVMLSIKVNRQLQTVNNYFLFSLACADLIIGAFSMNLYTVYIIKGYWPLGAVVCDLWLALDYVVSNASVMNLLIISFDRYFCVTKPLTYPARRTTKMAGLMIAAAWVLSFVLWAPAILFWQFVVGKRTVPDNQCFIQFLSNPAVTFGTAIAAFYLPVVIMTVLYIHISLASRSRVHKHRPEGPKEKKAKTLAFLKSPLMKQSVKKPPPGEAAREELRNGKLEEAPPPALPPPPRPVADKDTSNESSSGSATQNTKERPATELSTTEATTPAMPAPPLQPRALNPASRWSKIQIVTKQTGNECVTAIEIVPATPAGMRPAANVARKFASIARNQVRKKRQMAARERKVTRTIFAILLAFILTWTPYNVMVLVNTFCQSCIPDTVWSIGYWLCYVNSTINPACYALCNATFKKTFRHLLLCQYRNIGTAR
CRFBP-R2 block = antagonists of CRF-binding protein/CRF-R2 receptor complex | 0.59% of 350,000 active | inhibition, % at 11.8 µM | HEK293 CRF-R2/CRF-BP, CRF-induced calcium fluorescence;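 active = inhibition of the ligand-induced calcium signal above about 50% at the single tested concentration, limit read from the data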
M5 ag = CHRM5 agonism in calcium assay; activation, % at 3 µM; P08912; 0.19% of 360,000 active; AID 624037; CHO-K1 hM5 cells, Fluo-8 calcium fluorescence; 0% DMSO wells, 100% maximal acetylcholine response;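 active = activation above the run's mean over test compounds plus 3 SD, cut at about 23% in these data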;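 note: signal is peak over basal fluorescence ratio across the kinetic read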
Target sequence (P08912 whole entry, looked up): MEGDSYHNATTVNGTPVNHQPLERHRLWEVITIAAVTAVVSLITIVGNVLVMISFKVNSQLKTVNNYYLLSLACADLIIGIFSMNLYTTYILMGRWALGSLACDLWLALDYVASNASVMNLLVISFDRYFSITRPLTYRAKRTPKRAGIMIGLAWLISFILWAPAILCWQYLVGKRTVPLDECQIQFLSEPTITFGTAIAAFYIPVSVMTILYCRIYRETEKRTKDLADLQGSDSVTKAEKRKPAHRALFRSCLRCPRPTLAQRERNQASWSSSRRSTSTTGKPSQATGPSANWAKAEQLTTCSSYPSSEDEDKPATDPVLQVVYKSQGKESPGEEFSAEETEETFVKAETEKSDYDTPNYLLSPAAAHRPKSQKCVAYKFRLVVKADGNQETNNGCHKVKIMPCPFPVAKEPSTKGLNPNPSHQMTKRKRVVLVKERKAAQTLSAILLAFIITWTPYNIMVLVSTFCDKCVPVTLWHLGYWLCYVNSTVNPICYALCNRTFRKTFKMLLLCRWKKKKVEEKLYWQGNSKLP
CRFR2-BP ag = CRF-BP/CRF-R2 complex agonism | activation, % at 13.2 µM | 0.46% of 350,000 active | HEK293 CRF-R2/CRF-BP, calcium dye fluorescence (FLIPR); percent of saturating CRF peptide response;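 active = activation of at least 50%, plus an integration ratio under a set limit after plate pattern correction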;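 note: plate controls were neutral control wells without compound for no effect and CRF at EC100 for full effect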
CHRM4 antagonist = CHRM4 antagonism in calcium assay; P08173; CHO-hM4 cells, ACh EC80, Fluo-8 calcium fluorescence; inhibition, % at 3 µM; 0.73% of 360,000 active;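 active = inhibition above its plate's cutoff, the mean inhibition of sample wells plus 3 SD, cut at about 27% in these data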;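 note: 0% = acetylcholine EC80 with DMSO and 100% = DMSO without agonist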
CHRM4 agonist = CHRM4 agonism in calcium assay; activation, % at 3 µM; CHO-K1 hM4/Gqi5, Fluo-8 calcium fluorescence; vehicle 0%, full acetylcholine response 100%; 0.14% of 360,000 active;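 active = activation above the run mean over all test wells plus 3 SD, cut at about 32% in these data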;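 note: peak over basal fluorescence ratio per well then scaled between controls; 0% = DMSO wells and 100% = acetylcholine at EC100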
CHRM1 PAM = potentiates human M1 receptor response to acetylcholine; P11229; CHO-K1 hM1, Fluo-8 calcium fluorescence, ACh EC20; 0% = ACh EC20, 100% = maximal ACh; activation, % at 3 µM; 0.088% of 360,000 active; AID 588819; in the data active = activation above about 19%, passing the limit was not always enough
M5 PAM = potentiates acetylcholine response at human M5 receptor; CHO-K1 hM5, Fluo-8 calcium, ACh EC20 PAM; 0% = ACh EC20, 100% = ACh EC100; activation, % at 3 µM; 0.3% of 360,000 active; AID 624038;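 active = activation above the run cutoff, the mean activation of all test compounds plus 3 SD, cut at about 18% in these data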
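System: CHO-K1 hM5 cells. Reagent: acetylcholine, EC20 level. Compound dosing: single dose, 3 µM nominal final test concentration. Timing: Post-acetylcholine fluorescence recording 140 s. Detection: Fluo-8 calcium fluorescence. Read-out: % activation, ACh-normalized. Benchmarks: ACh EC20 and EC100 wells. Repeats: singlicate, one well per test compound.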
CHRM5 antagonist = antagonists of human muscarinic M5 receptor (CHRM5); P08912; CHO-hM5 cells, Fluo-8 calcium fluorescence, ACh EC80; inhibition, % at 3 µM; 0.59% of 360,000 active; AID 624040;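 active = inhibition above a per-plate cutoff, the mean of that plate's test compounds plus 3 SD, cut at about 27% in these data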;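 note: 0% = acetylcholine EC80 with DMSO and 100% = DMSO without agonist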
An asterisk follows results filed as active; x = no result given.

Below each SMILES – M4 PAM	CRFBP-R2 block	M5 ag	CRFR2-BP ag	CHRM4 antagonist	CHRM4 agonist	CHRM1 PAM	M5 PAM	CHRM5 antagonist
1: CC(C)CNS(=O)(=O)c1ccc(S(=O)(=O)NC2CCOC(C)(C)C2)cc1 (stereo unspecified)
 : -3	-30	11	11	-4	4	18	-3	3
2: Cc1ccc(S(=O)(=O)N(CC(=O)O)c2ccc(Cl)c(C(F)(F)F)c2)cc1
 : 10	12	-4	-0.1	-3	2	4	-1	-7
3: CC(=N)c1c(O)c2ccccc2oc1=O
 : -9	-6	-2	0.8	11	1	1	-15	4
4: COCCNC(=O)C1(C)CCN(Cc2cccc(Oc3ccccc3)c2)C1 (stereo unspecified)
 : -5	x	-2	x	4	1	-5	-4	6
5: CN(C)C=Nc1ccc2nc3c(cc2c1)[nH]c1ccccc13
 : 0	1	-3	0.8	11	0	10	-1	10
6: c1ccc(Nc2cccc(Nc3ccccc3)n2)cc1
 : -1	-9	-6	-0.9	1	0	3	-2	-2
7: COc1cc(NC(=O)C[n+]2ccc(C(=O)c3ccccc3)cc2)cc(OC)c1
 : 2	5	-6	0.1	1	1	3	6	-2
8: CCS(=O)(=O)n1nc(-c2ccc(OC)cc2)nc1SC
 : 0	-5	-2	-0.1	-5	1	2	0	-3
9: Cc1ccc2oc(=O)c3cnn(CC(=O)NCCCOC(C)C)c3c2c1
 : -2	-11	-2	0.2	-10	-1	-2	-4	0
10: O=C(Nc1ccccc1)c1cc(C2COCCN2C(=O)C2CC2)on1 (stereo unspecified)
 : -5	x	1	x	7	1	2	-1	0
11: Cc1cc2oc(=O)ccc2cc1[N+](=O)[O-]
 : 2	4	-1	-0.6	-3	0	5	0	12
12: O=C(Nc1ccccc1Oc1ccccc1)c1ccc(Br)o1
 : 2	-8	0	14	-24	-2	2	-6	-1
13: O=C(CN1CCN(c2ccccc2F)CC1)NCc1ccccc1
 : -5	23	-2	1.2	1	1	-1	4	1
14: CCNc1c(NC(=O)COc2ccc(Cl)cc2)c(=O)oc2ccccc12
 : -5	3	-1	-0.3	14	8	-12	-5	4
15: O=C(Nc1ccccn1)C1(c2cccs2)CCOCC1
 : 6	-10	-1	0.2	9	0	1	-4	2
16: COc1ccc(CCNS(=O)(=O)CCNC(=O)c2ccc3c(c2)OCO3)cc1
 : 2	7	-3	-0.6	-4	2	1	2	0
17: COc1cc(C(=O)CSc2nnc(-c3ccc(O)cc3)n2CC2CCCO2)ccc1NC(C)=O (stereo unspecified)
 : 3	6	1	-1.1	-8	0	6	-1	7
18: CCCCC1=CC2=CC(=O)C(C)(OC(=O)CC)C(=O)C2=CN1CC(C)C (stereo unspecified)
 : 7	1	2	3.4	-8	3	8	0	11
19: COC(=O)c1[nH]c2cc(OC)ccc2c1NC(=O)CN1CCN(c2cccc(C)c2)C(C)C1 (stereo unspecified)
 : 2	-4	-2	-4.3	-8	5	3	-2	6
20: CCNC(=O)NC(=O)C(C)Sc1nc2ccccc2c(=O)n1-c1cccnc1 (stereo unspecified)
 : -5	-6	-5	1.7	6	1	-7	-2	13
21: CCOc1ccccc1OCC(=O)Nc1c(C)n(C)n(-c2ccccc2)c1=O
 : 8	15	2	-0.1	-15	2	0	-4	-1
22: Cc1ccc(S(=O)(=O)Nc2ccc(NC(=O)CN3CCCCC3)cc2)cc1
 : 4	-7	-7	0.7	7	2	-2	-8	6
23: COC(=O)CSc1nnc(C)n1-c1cccc(OC)c1
 : 11	4	-10	-0.3	-15	1	9	10	-8
24: CCc1c(C)nc2ncnn2c1Nc1ccc(C#N)c(Cl)c1
 : 19	-1	-2	-0.2	-18	2	6	8	-5
25: O=C1CC(N2CCN(c3cccc(C(F)(F)F)c3)CC2)C(=O)N1c1ccccc1 (stereo unspecified)
 : 12	-36	-2	1.2	-1	1	8	2	10
26: CN1CCN(C(=O)c2ccc(Cl)c(S(=O)(=O)N3CCCCCC3)c2)CC1
 : 2	2	4	0.6	-7	1	7	4	3
27: CCN(CC)c1ccc(/C=N/NC(=O)c2ccc(Br)o2)cc1
 : -2	-10	-3	-0.8	7	0	-3	-8	3
28: Cc1cc(C)cc(OCC(=O)N/N=C/c2ccccn2)c1
 : 5	0	-4	0.8	-5	1	4	3	5
29: Cc1ccc(C)c(N2CCN(S(=O)(=O)c3ccc4c(c3)C(C)(C)C(=O)N4C)CC2)c1
 : -4	127*	-2	-2.0	7	-1	1	-8	0
30: O=C(CCN1C(=O)/C(=C/c2ccccc2)SC1=S)N[C@@H](CO)Cc1ccccc1
 : -2	-18	-3	1.9	0	4	-6	-7	7

Complete entries, looked up by structure.
CCOc1ccccc1OCC(=O)Nc1c(C)n(C)n(-c2ccccc2)c1=O is listed as M4 PAM = 8; CRFBP-R2 block = 15; M5 ag = 2; CRFR2-BP ag = -0.1; CHRM4 antagonist = -15; CHRM4 agonist = 2; CHRM1 PAM = 0; M5 PAM = -4; CHRM5 antagonist = -1
O=C(Nc1ccccn1)C1(c2cccs2)CCOCC1 is listed as M4 PAM = 6; CRFBP-R2 block = -10; M5 ag = -1; CRFR2-BP ag = 0.2; CHRM4 antagonist = 9; CHRM4 agonist = 0; CHRM1 PAM = 1; M5 PAM = -4; CHRM5 antagonist = 2

(further entries)
Below each SMILES – M4 PAM	CRFBP-R2 block	M5 ag	CRFR2-BP ag	CHRM4 antagonist	CHRM4 agonist	CHRM1 PAM	M5 PAM	CHRM5 antagonist
31: O=C(CCC1CCCN(C(=O)c2cc3ccccc3o2)C1)NCc1ccc(F)c(F)c1 (stereo unspecified)
 : -8	3	2	3.2	-2	11	-3	-11	-10
32: COc1cc2c(cc1OC)C(c1ccccc1Cl)N(C)CC2 (stereo unspecified)
 : 1	5	0	-1.2	-10	0	5	0	-2
33: CCCCNC(=O)N(CC)c1c(N)n(Cc2ccccc2)c(=O)[nH]c1=O
 : 1	14	1	4.3	4	1	3	3	-4
34: Cc1cccc(C(=O)OCC(=O)Nc2ccc3c(c2)OCCO3)c1O
 : -3	4	4	0.9	-4	3	6	-13	12
35: CCn1cc(C(=O)O)c(=O)c2cc(S(=O)(=O)N3CCCCCC3)ccc21
 : 3	-2	0	-1.3	-9	3	5	7	-4
36: CC12CCC(C(NC(=S)NN)C1=O)C2(C)C (stereo unspecified)
 : 1	11	0	3.7	0	1	9	8	1
37: NC(=O)c1ccc(NC(=O)COC(=O)CC2CC3CCC2C3)cc1 (stereo unspecified)
 : 9	-9	12	3.5	-7	4	5	18	-10
38: COc1ccc(CCC(=O)NNC(=O)Nc2cccc(Cl)c2)cc1
 : -1	4	-1	-1.5	-2	2	5	1	5
39: OCCc1c[nH]c2cc(F)ccc12
 : -3	-13	1	-1.7	7	2	3	3	4
40: CC(C)CC(COCc1ccc(Cl)cc1)N1CCN(C(=O)c2cccc(C(F)(F)F)c2)CCC1=O (stereo unspecified)
 : -1	3	-1	-0.3	-5	3	-6	-6	8
41: CC(=O)Nc1cc(-c2cccc(C(=O)NCCN(C)C)c2)cn2c(-c3ccccc3)cnc12
 : -6	x	-1	x	-7	0	-3	0	-2
42: CN(CC(=O)Nc1ccc(F)cc1)S(=O)(=O)c1ccc2c(c1)c(=O)n(C)c(=O)n2C
 : -4	-19	0	0.1	-12	1	2	0	-9
43: COc1ccc(NC(=O)c2cccc(S(=O)(=O)N3CCCC3)c2)cc1OC
 : -1	2	-4	0.3	12	1	-3	-2	8
44: CCNC(=S)N/N=C/c1ccc(C(=O)O)cc1
 : -3	-2	1	-0.6	-1	1	3	-2	4
45: O=S(=O)(Cc1cc(-c2ccccc2)no1)c1ccccc1
 : 5	-41	1	-3.6	-7	2	1	0	2
46: CC(C)C(=O)Nc1cccc(COc2cccc(CN(Cc3ccccc3)C(=O)OC(C)(C)C)c2)c1
 : -10	15	2	4.9	7	3	5	-6	4
47: O=C(Cc1ccc(F)cc1)Nc1ccc2[nH]ncc2c1
 : -4	3	-3	0.2	0	2	4	-3	6
48: CCCCC1Cc2[nH]c(=S)[nH]c(=O)c2C(c2ccc(Cl)cc2)O1 (stereo unspecified)
 : 0	x	5	x	-6	2	0	-3	8
49: Cc1nc2sccn2c(=O)c1S(=O)(=O)Nc1ccc(N2CCN(C(=O)C(C)C)CC2)cc1
 : -7	-1	-5	-0.1	-3	3	2	3	5
50: Cc1ccc(N2C(=O)N(Cc3ccccc3C)c3ccccc3S2(=O)=O)cc1
 : -8	25	-4	-0.3	-4	0	-11	-5	-9
51: COc1cc(CNCCO)cc(Br)c1OCc1cccs1
 : 14	17	-5	-2.9	5	5	6	-4	3
52: CC1(c2nnc(Cc3ccccc3)o2)CC(c2cccc(F)c2)=NO1 (stereo unspecified)
 : 5	-1	4	-1.8	1	2	6	10	6
53: Cc1cc2c(=O)n(CC(=O)NCC(=O)Nc3ccc(C(C)C)cc3)cnc2s1
 : 12	16	-3	1.2	-4	1	14	1	0
54: CSc1ccc(NC(=O)NCc2cccnc2)cc1
 : 2	5	-2	-0.5	-18	0	9	0	-1
55: O=C(NCCO)c1cccc(-c2cccc3nccn23)c1
 : 3	x	2	x	-18	1	7	-3	4
56: CS(=O)(=O)c1ccc2nc(NC(=O)CCNC(=O)c3ccc([N+](=O)[O-])cc3)sc2c1
 : 3	-15	2	2.4	-6	1	5	3	0
57: Cc1ccc(C(C(=O)NCCc2ccccc2)N(C(=O)c2csnn2)C2CC2)o1 (stereo unspecified)
 : 23	4	3	-0.5	11	2	11	0	-3
58: CCn1c(SCC(=O)Nc2nccs2)nnc1-c1ccc(S(=O)(=O)N2CCCCCC2)cc1
 : -16	-8	6	-0.3	5	17	-11	-23	16
59: CC(OC(=O)CSCC(=O)Nc1ccc(Cl)cc1)C(=O)N(C)Cc1ccccc1 (stereo unspecified)
 : -5	20	1	-0.4	-13	12	0	-5	2
60: Cc1ccc(NC(=O)CCNC(=O)c2ccc(Br)cc2)cc1S(=O)(=O)N1CCCCCC1
 : -1	-13	1	1.8	-2	9	4	-3	-4
61: Cc1cccn2c(CN3CCNC(=O)CC3)c(C(=O)N(C)CCc3ccccc3)nc12
 : 7	-4	-2	2.4	-2	2	-1	9	-1
62: Cc1cccc(C(=O)NNC(=O)c2cccc([N+](=O)[O-])c2)c1
 : 1	-39	1	1.6	-5	2	6	-1	-8

Compound activity (PubChem BioAssay)
